Source: PubChem BioAssay (several laboratories)
DYRK1A inh = inhibitors of rat Dyrk1A kinase; 310,000 compounds, 0.43% hits; inhibition, % at 12.5 µM; ADP-Glo luminescence, NFATc1 peptide; in the data active means inhibition above about 50%;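 further: plate controls were vehicle with enzyme for no effect and no enzyme for full effect; many of its hits are not listed in these tables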
IEC-6 cytotox = counter-screen for KLF5 inhibitors: cytotoxicity in IEC-6 cells | IEC-6 cytotoxicity, luminescence viability | AID 1825 | inhibition, % at 5 µM | 290,000 compounds, 0.78% hits; in the data active means inhibition above about 22%;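 further: 0% = plate median of test compound wells and 100% = cytotoxic reference compound wells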
GSK3beta inhib = blocks human GSK3beta kinase activity. activity score (negative = inhibition), % at 10 µM. AID 2097. P49841. GST-GSK3beta kinase, ADP-Glo luminescence, 60 min; hits give low values. 300,000 compounds, 0.038% hits;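 active means more than half of replicate wells score below -50%, meaning over 50% inhibition versus plate controls; inconclusive means some replicates but at most half score below -50%; inactive means no replicate scores below -50%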;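 further: 0% = median DMSO wells and -100% = median GW8510 positive control wells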
Target sequence (P49841 whole entry, looked up): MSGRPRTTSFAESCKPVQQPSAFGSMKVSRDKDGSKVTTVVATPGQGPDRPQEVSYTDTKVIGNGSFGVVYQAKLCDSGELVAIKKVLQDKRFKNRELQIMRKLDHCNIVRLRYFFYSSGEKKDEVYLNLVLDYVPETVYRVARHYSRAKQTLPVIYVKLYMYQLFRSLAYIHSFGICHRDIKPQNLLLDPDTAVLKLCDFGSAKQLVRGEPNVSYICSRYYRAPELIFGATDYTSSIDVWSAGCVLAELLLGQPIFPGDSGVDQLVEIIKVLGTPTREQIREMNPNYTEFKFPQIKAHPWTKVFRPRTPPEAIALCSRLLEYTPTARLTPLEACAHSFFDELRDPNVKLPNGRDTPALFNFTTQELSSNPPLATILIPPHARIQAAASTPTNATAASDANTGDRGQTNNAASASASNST
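Assay system: GST-fused GSK3beta enzyme, cell-free / Medium: Tris pH 7.5 buffer with MgCl2, DTT, BSA, heparin / Also added: peptide substrate plus 25 µM ATP (final) / Compound: 10 µM single point / Timing: kinase reaction with compound 60 min at room temperature / Detection: ADP-Glo luminescence / Benchmarks: DMSO neutral wells and GW8510 at 20 µM as positive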
HSP90 inh = blocks HSP90-mediated luciferase refolding in reticulocyte lysate. Rabbit reticulocyte lysate, luciferase refolding luminescence, 3 h. inhibition, % at 5.6 µM. 290,000 compounds, 0.91% hits;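 active means inhibition above the screen-wide mean plus 3 SD, computed separately per campaign, cut at about 16% in these data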;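 further: 0% = DMSO wells and 100% = 60 µM geldanamycin wells; inhibitors lower the luminescence because luciferase stays unfolded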
aSyn 5UTR inh = 5' untranslated region of α-synuclein, MLPCN primary screen; alpha-synuclein 5'UTR reporter, inhibitor activity; inhibition, % (tested at 7.5 µM); 300,000 compounds, 0.82% hits; AID 1813; in the data active means inhibition above about 60%; inconclusive means no clear call, values can overlap the other calls;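 further: H4 neuroglioblastoma cells stably carrying SNCA 5'UTR luciferase fusion; 0% = DMSO wells and 100% = positive control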
GSK3A inh = human GSK-3 alpha kinase inhibition; 320,000 compounds, 0.1% hits; ADP-Glo luminescence, 60 min; P49840; AID 2650; inhibition, % at 10 µM;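 in the data active means inhibition above about 50%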;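 further: GST-tagged GSK-3 alpha with peptide substrate and 25 µM ATP; 0% = DMSO neutral wells and 100% = GW8510 positive control wells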
Target sequence (P49840 whole entry, looked up): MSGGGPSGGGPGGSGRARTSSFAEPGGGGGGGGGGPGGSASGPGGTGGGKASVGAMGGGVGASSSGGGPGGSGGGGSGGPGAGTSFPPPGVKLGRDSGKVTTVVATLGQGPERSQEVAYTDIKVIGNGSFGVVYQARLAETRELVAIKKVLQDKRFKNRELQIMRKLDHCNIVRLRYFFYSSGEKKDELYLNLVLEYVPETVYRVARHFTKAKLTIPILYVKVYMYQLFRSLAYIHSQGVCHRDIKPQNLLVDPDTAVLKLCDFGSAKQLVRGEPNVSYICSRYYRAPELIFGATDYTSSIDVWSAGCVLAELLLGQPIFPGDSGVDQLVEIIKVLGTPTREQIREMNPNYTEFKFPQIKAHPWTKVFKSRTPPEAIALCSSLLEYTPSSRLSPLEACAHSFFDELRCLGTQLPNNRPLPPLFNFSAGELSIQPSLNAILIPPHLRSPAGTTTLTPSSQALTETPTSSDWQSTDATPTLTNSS
KLF5 inh = inhibitors of KLF5 expression; DLD-1 KLF5 promoter-luciferase reporter, luminescence; inhibition, % at 5 µM; 290,000 compounds, 0.23% hits;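 active means inhibition above a per-plate limit of that plate's mean compound inhibition plus 3 SD, cut at about 60% in these data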;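 further: 0% = DMSO wells and 100% = LY294002 at 200 µM; higher means less KLF5 promoter-driven luciferase light; inactives centre near -14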
Platelet DG rel = platelet dense granule release activity; human platelet-rich plasma, SFLLRN dense granule ATP release, luminescence; inhibition, %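 (compounds screened at 7.5 µM in platelet-rich plasma)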; 300,000 compounds, 0.22% hits; AID 1663;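 active means mean replicate score, as percent of positive control, at or above 50; inconclusive means mean below 50 but at least one replicate at or above 50; inactive means mean and every replicate below 50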
HSF1 inhib = HSF1 inhibition | NIH3T3-HGL HSE-luciferase, MG132-induced, luminescence 8 h; hits give low values | activity change, negative = inhibition, % at 7.5 µM (by protocol) | 300,000 compounds, 0.77% hits;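 active means more than half of replicate wells show activity change below -50%, luminescence cut by over half; inconclusive means some wells, but at most half, below -50%; inactive means no replicate well below -50%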;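 further: luciferase reports HSF-1 transcriptional activity via heat shock element; 0% = median of DMSO wells and -100% = zero luminescence signal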
HSF1 activator = increases HSF-1 driven luciferase reporter signal; NIH3T3-HGL HSF-1 luciferase reporter, MG132, 8 h; 100% = twice DMSO control signal; activation, % at 9 µM; 300,000 compounds, 1.7% hits; AID 504408;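 active means mean replicate activation of at least 50% with a set share of replicates each reaching 50%; inconclusive means only one of those two conditions met; inactive means mean below 50% and too few replicates reaching it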;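 further: 0% = median of the neutral control wells and 100% = twice that signal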
An asterisk follows results filed as active; ? = inconclusive; / = not tested or not shown; & = joins results of further samples.

SMILES	DYRK1A inh	IEC-6 cytotox	GSK3beta inhib	HSP90 inh	aSyn 5UTR inh	GSK3A inh	KLF5 inh	Platelet DG rel	HSF1 inhib	HSF1 activator
CCCCCCCCCn1c2c(c(=N)c3c1CCC3)CCCC2	3	64*	-11	2	90*	/	76*	8	0	-2
COc1cccc(CN2CCC(C(=O)N3CCN(Cc4ccc5c(c4)OCO5)CC3)CC2)c1	1	-9	1	1	-19	-1	-16	-10	1	5
COc1cccc(Sc2ccccc2/C=N/NC(N)=O)c1	-2	7	1	0	16	-1	16	10	20	57*
Oc1ccccc1-c1cc(C(F)(F)C(F)F)[nH]n1	11	-2	1	-4	-51	-2	-10	6	2	4
COc1cccc(NC(=S)N2CCC(NC(=O)C3CCCCC3)CC2)c1	-9	-1	3	-2	-1	-2	-25	-1	10	18
Cc1ccc(NC(=O)COc2ccc(/C=C3/NC(=O)NC3=O)cc2)cc1	-4	-1	1	-3	2	3	-26	-1	-2	-4
COc1cc(NC(=O)c2cc(OC)c(OC)c(OC)c2)c(OC)cc1NC(=O)CN1CCCCC1	9	2	3	2	-21	0	-12	1	-2	5
CCOc1ccccc1NC(=O)c1ccc(S(=O)(=O)N2CCOCC2)cc1	1	2	-1	-1	-20	-1	-11	19	-5	17
COc1ccccc1CNC(=O)C(NC(=O)c1ccc(C)cc1)C(C)C (stereo unspecified)	0	1	-1	6	7	-3	-6	8	1	15
CC(=O)Nc1ccc(S(=O)(=O)N2CCC3(CC2)OCCO3)cc1	-10	4	1	-3	-2	-2	-20	9	-1	7
Cc1cc(NC(=O)CO/N=C/c2ccc3c(c2)OCO3)ccc1Br	-1	-5	4	1	3	-3	-48	-3	-4	-7
Cn1c(=O)[nH]c(=O)c2c1nc(N/N=C/c1cccnc1)n2Cc1ccc(Cl)cc1	/	-5	-3	5	-20	-2	-8	-12	15	22
CCOc1ccccc1N1CCN(c2nc3ccccc3nc2C(C#N)C(=O)OC(C)C)CC1 (stereo unspecified)	1	/	3	/	27	0	/	5	8	14
COC(=O)c1cc(C)sc1NC(=O)CN1CCN(C(=O)c2ccco2)CC1	-2	3	0	-4	25	-1	-8	1	2	-1
O=C(CCCOc1ccc(Cl)cc1Cl)NCc1ccncc1	9	-1	3	-6	26	0	-16	-3	2	0
COc1cc(-c2ccc(=O)[nH]n2)ccc1OC(F)F	5	-3	-1	-2	87*	-1	-15	17	-6	-12
Cc1ccc(C)c(N2CCN(CC(=O)Nc3ccc([N+](=O)[O-])cc3C(=O)Nc3ccccc3F)CC2)c1	-5	-4	0	2	-8	4	-20	-4	-1	5
COc1ccc(-c2nnc(SCC(=O)NNC(=O)Cc3ccccc3)n2C)cc1OC	-5	-4	-1	-2	27	-4	-18	4	0	15
CCOC(=O)C1CCN(Cc2ccc(OC)cc2OC)CC1	6	-2	-1	-1	0	-2	-10	2	2	14
COc1cc(C(Nc2ccccn2)c2ccc3ccc(C)nc3c2O)cc(OC)c1O (stereo unspecified)	3	2	0	0	-43	-1	-6	-5	130	183*
O=C(Oc1ccccc1N1C(=O)C2CCCCC2C1=O)c1ccc(Cl)cc1 (stereo unspecified)	-8	2	-5	3	-34	-3	-8	6	-2	-8
CC(Sc1nnc(Nc2ccccc2)s1)C(=O)NC1CCCc2ccccc21 (stereo unspecified)	-7	-4	1	-2	3	0	-33	17	8	-11
CC1=NN(c2ccccc2)C(=O)C1C(=O)c1ccccc1 (stereo unspecified)	-1	4	-9	5	19	1	-9	8	-1	-3
S=C1NCCOCCOCCOCCOCCNC(=S)N2CCOCCOCCN1CCOCC2	-1	-5	1	-4	-13	-1	-36	-1	-8	-2
CC(C)(C)NS(=O)(=O)c1ccc(NS(=O)(=O)Cc2ccccc2)cc1	0	0	-1	-1	9	2	-16	15	-8	3
Cc1ccc(S(=O)(=O)N2CCN(C(=O)CSc3nnc(C)c(=O)[nH]3)CC2)cc1	6	-7	1	-2	-1	-1	15	0	-3	-6
COCCOC(=O)c1[nH]c2c(c1C)C(=O)CC(c1ccc(OC)cc1)C2 (stereo unspecified)	1	3	-1	4	-13	-1	-21	0	-14	-10
CCCn1cc(CN2CCC(Cc3cccc(F)c3)(C(=O)OCC)CC2)c(C)n1	6	-2	0	-4	0	2	-4	-2	-5	14
CCCCCC(=O)Nc1cc(S(=O)(=O)N2CCCCC2)ccc1N1CCOCC1	-2	-7	1	4	4	4	-38	0	7	11
O=[N+]([O-])c1ccc(CSC2=NCCS2)cc1	-4	0	-2	-1	-48	-1	-32	12	1	19
CCn1c(CNC(=O)c2ccccc2F)nnc1SCc1nc2ccccc2c(=O)[nH]1	/	-7	1	-5	20	1	-41	-3	1	-2
CCOC(=O)N1CCN(C(=O)c2cc3cc(Br)ccc3oc2=O)CC1	3	2	1	3	21	-1	4	0	-8	-2
COc1ccc(-c2c3c(=O)n(C)c(=O)n(C)c3cn2-c2cc(OC)ccc2OC)cc1	5	-7	1	-3	6	-3	-23	-2	-5	-14
Cc1cc(C)n(C(=O)c2ccc(NC(=O)CC(C)C)cc2)n1	-5	-2	3	5	-14	0	0	18	-4	-4
CN(CC(=O)NC1CCCCCC1)S(=O)(=O)c1ccccc1	6	-1	-2	2	-4	-2	-1	1	4	-16
Cc1ccc[n+](-c2nc3ccccc3nc2C(=C=[N-])C#N)c1	7&12	1&3	-2&1	10&8	-57&-23	3&-1	-7&-12	12&-1	-1&-2	-15&-4
CC(=O)Nc1cccc(C(=O)Nc2ccccc2C(=O)O)c1	/	0	0	1	6	-1	-24	5	-14	-18
COc1ccc(C(=O)NC2CCN(S(=O)(=O)c3ccccc3F)CC2)cc1	/	7	-2	0	3	-1	-15	2	-9	-14
CCOC(=O)Cc1nn(CCc2ccccn2)c(=O)c2ccccc12	-9	3	2	4	6	-1	-7	2	5	-5
CCNC(=S)N=Nc1c(O)[nH]c2ccc([N+](=O)[O-])cc12	28	-4	-1	2	23	-2	-8	41	1	-5
CCc1cc(C(=O)N/N=C/c2c(C)[nH]c3ccccc23)cs1	12	14	1	3	0	-2	5	-17	6	4
Fc1ccccc1CN(CCN1CCOCC1)C(=S)Nc1ccccc1Cl	-3	-1	-2	-8	19	0	-2	-4	6	23
Nc1ccc(C(=O)OCCc2ccccc2)cc1	11	/	-2	/	-142	-2	/	3	30	25
COc1cc2c(cc1OC)C1(CCCC1)CNC2c1ccc([N+](=O)[O-])cc1 (stereo unspecified)	0	0	1	3	8	0	-18	3	10	36
Cc1ccc2ccc[n+](Cc3ccccc3)c2c1	0	/	1	/	-5	-1	/	4	-6	-15
Cc1cc(=O)[nH]c(N/N=C/c2ccc([N+](=O)[O-])cc2)n1	/	-2	-5	0	12	-1	-35	3	-10	-7
COc1ccc(OCC(O)CN2CCCC2)cc1 (stereo unspecified)	16	4	-2	-2	-5	0	-18	5	-2	0
Cc1c(C(=O)O)sc2nc(CSc3nnc(-c4ccc(F)cc4)n3C)[nH]c(=O)c12	0	-2	-4	0	4	14	-57	-13	15	35
CC(=O)Nc1ccc(NC(=O)C2CCN(c3c(Cc4ccccc4)c(C)nc4ncnn34)CC2)cc1	2	2	2	1	-14	-2	-9	7	-6	-15
Cc1ccc([N+](=O)[O-])cc1NC(=S)NC(=O)CC(C)(C)C	-7	-5	2	-3	11	1	8	-7	3	1
COCC(C)N1CCC(n2nccc2NC(=O)CCCc2ccccc2)CC1 (stereo unspecified)	0	5	1	-6	5	2	-33	12	1	-4
CC(C)Cn1c(=O)c2ccccc2n2c(SCC(=O)N3c4ccccc4CC3C)nnc12 (stereo unspecified)	2	2	-16	-1	48	0	3	-9	3	27
COc1ccc(C)cc1NC1=C(Cl)C(=O)N(C2CCCCC2)C1=O	-3	3	1	-4	-25	-2	-15	-2	-1	-6
COc1ccc(S(=O)(=O)N(Cc2ccccc2)Cc2nc(-c3ccccc3)no2)cc1	-4	-8	-5	-3	/	2	-19	/	/	/
COc1ccc(C(=O)NNC2=NC(C)(C)Cc3ccccc32)cc1	1	0	1	-2	-3	1	-24	4	-27	-45
CCCCCCCn1c(C)nnc1-c1cnn(C)c1N	-12	6	6	4	-2	/	-15	24	11	-3
O=C(NN1CCOCC1)c1cn(-c2ccccc2)nc1-c1cccs1	-3	-4	0	2	-3	2	-6	0	-4	-8
CCN1CCCC1CN(Cc1cc2cc(C)cc(C)c2[nH]c1=O)C(=O)Nc1ccccc1OC (stereo unspecified)	/	/	-1	/	17	0	/	24	-4	7
COc1ccc(OC)c(S(=O)(=O)Nc2ccccc2C)c1	-2	6	0	0	30	-1	-10	15	4	-11
CC(NC(=O)c1ccc(C(C)(C)C)cc1)C(=O)O (stereo unspecified)	0	-3	1	-5	0	/	-18	-2	-5	3

The list goes on.
SMILES	DYRK1A inh	IEC-6 cytotox	GSK3beta inhib	HSP90 inh	aSyn 5UTR inh	GSK3A inh	KLF5 inh	Platelet DG rel	HSF1 inhib	HSF1 activator
COc1ccc(/C=N/NC(=S)SC)cc1OC	-6	-6	1	0	9	1	-16	10	12	23
O=S(=O)(NC(=S)NC1CCCCC1)c1cccs1	0	-4	-5	-2	-5	-4	-36	0	-1	-7
CCOC(=O)c1nn(-c2ccc(Cl)cc2)cc1O	1	-4	-1	1	-124	0	-86	3	23	17
COC(=O)c1cc(=O)n(Cc2ccco2)c(=Nc2ccc(F)c(Cl)c2)s1	-3	-1	-2	2	-36	-3	-46	-3	32	?
CCC(=O)N1CCc2cc(S(=O)(=O)NCCC(=O)NC3CCCCCC3)ccc21	-4	7	-3	-1	-6	-1	-24	4	-3	2
COC(=O)c1cccc(/C=N/NC(N)=S)c1O	11	49*	-1	3	-17	-2	54	0	2	-6
COCCN(C(=O)CCc1ccc(OC)cc1)c1nnc(-c2ccncc2)s1	/	3	-2	0	9	-1	-2	-14	-3	-4
COc1ccccc1C(=O)N/C(=C\c1cn(S(=O)(=O)N(C)C)c2ccccc12)C(=O)NCCCN1CCOCC1	-5	4	0	-1	-33	-1	-52	1	-1	7
COCCNC(=S)N/N=C1\CC(C)CC(C)(C)C1 (stereo unspecified)	/	0	-2	-6	-7	1	-50	-4	-1	3
O=C(Cc1ccc(Cl)cc1)Nc1cccc(S(=O)(=O)Nc2ccccc2F)c1	1	2	-1	3	24	-1	-33	14	11	3
CN1C(=O)C(C)(C)c2cc(S(=O)(=O)NCCc3ccc(Cl)cc3)ccc21	-16	-6	-1	-5	-28	0	2	6	6	10
O=C(CN(c1ccc(Br)cc1)S(=O)(=O)c1ccc(Cl)c([N+](=O)[O-])c1)NCCc1ccccc1	-4	-2	3	-2	-15	-2	-5	-2	-5	-15
COCCOC(=O)C1=C(C)N(Cc2ccccc2)C(=O)NC1c1ccc(OC)cc1 (stereo unspecified)	16	-4	-3	0	22	-2	-36	-1	-1	10
O=C(CSCc1ccc(Br)cc1)NC1CC1	5	-3	1	4	9	0	-7	14	3	-2

Some of the compounds tested; count on the stated rates, not on these rows.
